# Screening data from PubChem.
# MC4R barr agon: MC4R agonists recruiting beta-arrestin, primary screen, cell-based, luminescence, agonist arm of biased-ligand search | Melanocortin receptor 4 (Homo sapiens), P32245 | U2OS MC4R beta-arrestin complementation; percent of melanotan II response, DMSO zero | activation, % at 8.9 µM | hit rate 0.98% among 360,000 | AID 540308, 2011;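 active = activation above a per-plate cutoff, the mean activation of sample wells on that plate plus 3 SD, cut at about 8% in these data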
# aDG glyco up: activators of alpha-DG glycosylation, primary screen, uHTS, Pro5-aDG cells, AlphaScreen. AID 624168, 2012. activation, % at 10 µM. alpha-DG glycosylation AlphaScreen (IIH6); 0% Pro5, 100% B10-LARGE cell signal. hit rate 0.22% among 360,000;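 active = activation of at least 8% versus controls, or a plate z-score of at least 8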;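 note: Pro5 are CHO cells carrying HIG-tagged alpha-DG that lacks glycosylation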
# HTR2A ag: mouse Htr2a agonists via beta-arrestin recruitment, primary screen, cell-based, luminescence. 5-hydroxytryptamine receptor 2A (Mus musculus), P35363. CHO-K1 mHTR2A beta-arrestin complementation; percent of 30 µM serotonin response. activation, % at 7.6 µM. hit rate 0.66% among 360,000. AID 624169, 2012;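 active = activation above a run cutoff, the mean activation of all tested compounds plus 3 SD, cut at about 14% in these data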;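 note: 0% = plate median of compound wells and 100% = 30 µM serotonin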
# PDI inh: inhibitors of human PDI, primary screen, biochemical, turbidity, single point, plate reader; Protein disulfide-isomerase (Homo sapiens), P07237; PDI insulin aggregation turbidity, A650, 90 min; inhibition, % at 10 µM; hit rate 0.052% among 350,000; AID 588391, 2011;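 active = mean inhibition across replicates of 30% or more, whatever share of single replicates reach that level; inconclusive = mean inhibition below 30% while every single replicate reaches 30%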;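 note: absorbance from insulin aggregation driven by PDI reduction with DTT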
# MC4R antag cAMP: MC4R antagonists of cAMP signaling, primary screen, cell-based, TR-FRET, antagonist arm of biased-ligand search | Melanocortin receptor 4 (Homo sapiens), P32245 | MC4R-expressing cells, MTII-stimulated cAMP, LANCE TR-FRET | inhibition, % at 6.5 µM | hit rate 0.48% among 360,000;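 active = inhibition above its plate's cutoff, the mean of tested wells on that plate plus 3 SD, cut at about 29% in these data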;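 note: 0% = Melanotan II alone and 100% = Melanotan II plus saturating MCL0020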
#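 Material: human MC4R-expressing U2OS cells. Probe or stimulus: Melanotan II challenge. Dosing: 6.5 µM single dose. Times: 30-min compound, 1-h challenge, 1-h detection, room temperature. Technique: TR-FRET with Eu-cAMP and labeled anti-cAMP, 671 nm. Replication: singlicate.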
# H9c2 protect: cardioprotection against H2O2-induced cell death, primary screen, uHTS, H9c2 cells, ATPLite luminescence | H9c2 cardiomyocytes, H2O2 injury protection, 2 h | protection from H2O2 cell death, % at 20 µM | hit rate 0.63% among 360,000 | AID 588492, 2011;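 active = compounds giving at least 50% protection of heart cells from peroxide-induced death in the single-dose screen, raw or plate-pattern-corrected value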;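 note: 0% = DMSO wells with peroxide and 100% = DMSO wells without peroxide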
# N-glyco inh: increase of ERlucT glycosylation luciferase signal, primary screen, N-linked glycosylation inhibitor project, D54 ERlucT cells, luminescence, set 2; hit rate 0.23% among 360,000; D54 ERlucT glycosylation luciferase reporter, 24 h; percent of 100 nM tunicamycin response; reporter increase, % at 12.5 µM;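 active = mean luciferase reporter signal, scaled so untreated is 0 and the glycosylation-blocking control 100, at or above a set limit in every replicate; inconclusive = mean reaches the limit but not every replicate does; inactive = mean below the limit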;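 note: luciferase carries N-glycosylation sites so blocking glycosylation raises the light; 0% = median of neutral control wells and 100% = median of 100 nM tunicamycin wells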
# ABCB6 inh 2: ABCB6 transporter inhibitors, primary screen, K562-ABCB6 cells, flow cytometry, MLPCN library | ATP-binding cassette sub-family B member 6 (Homo sapiens), Q9NP58 | K562-ABCB6 porphyrin accumulation, 1 h; stronger effect = lower value | fluorescence ratio to DMSO, % at 10 µM | hit rate 0.19% among 360,000;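 active = fluorescence ratio to DMSO below 75%, the collection mean minus 3 SD; inconclusive = too few cells collected in the well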;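 note: signal is porphyrin accumulated inside mitochondria; 100% equals median channel fluorescence of DMSO control wells; lower ratio means ABCB6 inhibition with less porphyrin fluorescence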
# Target sequence (Q9NP58 whole entry, looked up): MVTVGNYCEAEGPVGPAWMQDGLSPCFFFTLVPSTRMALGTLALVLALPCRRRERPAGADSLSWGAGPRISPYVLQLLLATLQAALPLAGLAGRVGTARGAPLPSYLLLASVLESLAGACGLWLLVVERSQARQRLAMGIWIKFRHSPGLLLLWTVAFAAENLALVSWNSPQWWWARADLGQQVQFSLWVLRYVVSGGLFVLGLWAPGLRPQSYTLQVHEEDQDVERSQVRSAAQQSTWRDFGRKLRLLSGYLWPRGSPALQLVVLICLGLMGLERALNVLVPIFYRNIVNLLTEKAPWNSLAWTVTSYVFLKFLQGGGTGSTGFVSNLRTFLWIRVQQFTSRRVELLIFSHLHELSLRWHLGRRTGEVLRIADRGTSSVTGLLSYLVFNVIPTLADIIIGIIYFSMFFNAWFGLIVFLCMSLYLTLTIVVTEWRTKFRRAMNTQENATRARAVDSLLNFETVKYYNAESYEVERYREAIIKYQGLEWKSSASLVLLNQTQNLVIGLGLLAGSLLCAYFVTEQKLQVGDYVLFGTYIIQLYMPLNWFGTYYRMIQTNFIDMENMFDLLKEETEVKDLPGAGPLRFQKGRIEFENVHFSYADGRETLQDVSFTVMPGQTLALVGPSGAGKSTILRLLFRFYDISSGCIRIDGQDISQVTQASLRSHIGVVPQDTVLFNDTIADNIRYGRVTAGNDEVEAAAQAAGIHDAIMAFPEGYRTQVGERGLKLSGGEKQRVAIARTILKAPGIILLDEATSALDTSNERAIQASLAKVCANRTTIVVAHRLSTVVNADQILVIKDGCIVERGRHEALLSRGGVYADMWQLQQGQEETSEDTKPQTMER
# CaV13 FRET inh: Primary screen for inhibitors of IQ motif and Ca2+-dependent inactivation inhibitor domain binding in CACNA1D, Förster resonance energy transfer in living cells, …; HEK cells, CFP/YFP FRET ICDI-IQ, plate reader, 10 min; percent FRET-ratio fall versus neutral wells; inhibition, % at 12.3 µM; hit rate 0.098% among 340,000;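 active = mean replicate inhibition of at least 30% and at least 1% of replicates passing that level; inconclusive = only one of the two criteria is met; inactive = neither criterion is met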;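 note: 0% = median of the neutral control wells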
# Vif inh: HIV Vif self-association inhibitors, primary screen, imaging, HEK293T, single point; HEK293T cells, Vif self-association by quenched fluorescence, 24 h; inhibition, % at 7.49 µM; hit rate 0.35% among 340,000; in the data active = inhibition above about 50%, passing the limit was not always enough; inconclusive = no clear call, values can overlap the other calls; inactive = below about 31%; note: some results filed as inactive read as strong as hits
# Numbers without * were called inactive; ? = inconclusive; nt = not tested or not shown.
SMILES,MC4R barr agon,aDG glyco up,HTR2A ag,PDI inh,MC4R antag cAMP,H9c2 protect,N-glyco inh,ABCB6 inh 2,CaV13 FRET inh,Vif inh
Cc1cccc(NC2(C(F)(F)F)N=C3SCCN3C2=O)n1 (stereo not drawn),0.1,-0.2,-3,-4,19,-2,1,101,-5,9
O=C(N1CCOCC1)N1CCN(S(=O)(=O)c2ccc(F)cc2)CC1,0.4,-0.1,2,2,-4,1,1,100,-9,14
CC(C)OC(=O)CSc1nnc2c(n1)[nH]c1ccc(F)cc12,1.0,1.0,8,-3,17,-14,0,94,-3,1
COc1ccc(N(Cc2ccccc2)S(=O)(=O)c2cccc(C(=O)NCC3CCCO3)c2)cc1 (stereo not drawn),3.4,0.1,4,3,-3,3,-5,96,-6,-2
O=CN(Cc1ccccc1)c1cc([N+](=O)[O-])ccc1OCc1ccccc1,0.4,0.3,-7,17,9,-5,-4,94,-5,0
Cn1c(=O)[nH]c(=O)c2c1nc(NCc1ccccc1)n2Cc1ccc(F)cc1,-0.6,0.2,-1,-4,-2,2,4,111,-5,4
CCSc1ncnc2c1sc1nc3c(cc12)COC(C)(C)C3,1.4,0.0,0,-14,21,6,-1,101,-3,-4
CN(C)Cc1c(O)ccc2[nH]cnc12,-0.2,0.0,0,14,-3,-24,1,182,-2,nt
O=C(NNC(=S)NC1CC2C=CC1C2)c1ccncc1 (stereo not drawn),-2.5,0.0,3,6,12,-1,2,98,-4,9
COc1ccc(C(=O)NNC(=S)NC(=O)C(C)(C)C)cc1,-6.6,0.2,-4,-9,-9,12,-3,90,-3,-7
COc1ccc(NC(=O)CN2C(=O)CSC(C)C2=O)cc1 (stereo not drawn),-1.7,-0.1,-2,8,6,-2,3,96,-1,11
Cc1ccc(-n2c(SCc3nc4ccccc4[nH]3)nnc2-c2ccncc2)cc1,-0.8,0.3,-2,-1,-5,9,2,94,-5,nt
c1ccc(OCCCc2nc(-c3ccccn3)no2)cc1,-1.7,0.0,-1,-2,-2,-1,-1,94,nt,5
O=C(NNC(=S)NCc1ccco1)c1ccc(S(=O)(=O)N2CCOCC2)cc1,0.0,0.0,-2,1,-3,1,3,94,nt,15
C1CN(c2nc3nonc3nc2N2C[C@H]3CC[C@H]2C3)CCS1,-1.2,0.3,2,-2,15,5,2,103,9,-4
CCOC(=O)c1cc2c(=O)n3ccccc3nc2n(Cc2ccco2)c1=NC(=O)c1ccc(OC)cc1,-1.1,0.0,7,-3,16,44,-2,94,-15,-8
CC1=CC(C)C(/C=N/N=C(N)N)C(C)C1 (stereo not drawn),0.3,-0.2,-1,-9,-3,9,3,105,-8,-1
Cc1ccc(-c2csc3ncnc(SCC(=O)O)c23)cc1,-1.3,0.0,-4,-6,-2,6,2,102,4,-12
COc1ccccc1NS(=O)(=O)c1cccc(C(=O)NNC(=O)c2ccc(Cl)nc2)c1,-2.3,-0.2,-2,-1,-2,-1,3,102,-5,-4
CC1(C(=O)Nc2ccc3c(c2)OCCO3)CCC(=O)N1CCc1c[nH]c2ccccc12 (stereo not drawn),nt,-0.2,4,nt,nt,5,1,102,-11,nt
Cc1cc(C)n(C(=O)c2cc3sccc3[nH]2)n1,4.4,0.0,6,-4,-3,-4,1,101,-3,15
COc1ccccc1/C=N/NC(=O)C(NC(=O)c1ccccc1)=C(C)C,1.1,32*,6,-4,-2,-1,2,96,-5,14
NC[C@H](Cc1ccccc1)NCCCCC1CCCCC1,2.0,-0.2,0,4,6,2,-3,93,-4,2
COc1ccc(NC(=O)c2cc(-c3ccccc3O)n[nH]2)cc1Cl,1.2,0.0,7,3,-9,-4,0,95,-6,4
Cc1cc(NC(=O)CSc2nc3c(sc4ccccc43)c(=O)n2CCCN2CCOCC2)n[nH]1,1.1,-0.4,0,7,9,15,12,94,-6,94*

# New compounds follow:
SMILES,MC4R barr agon,aDG glyco up,HTR2A ag,PDI inh,MC4R antag cAMP,H9c2 protect,N-glyco inh,ABCB6 inh 2,CaV13 FRET inh,Vif inh
COc1ccc(C(CC(=O)O)N2Cc3ccccc3C2=O)cc1OC (stereo not drawn),3.1,0.0,1,3,6,1,2,103,-7,5
COc1ccc(N2C(=NC(=O)c3ccccc3)SC3CS(=O)(=O)CC32)cc1 (stereo not drawn),-0.7,0.0,-4,-5,0,0,1,92,-4,7
COc1ccc(-c2nc(CN3CCC(C(=O)N4CCOCC4)CC3)c(C)o2)c(OC)c1,0.2,-0.4,6,-5,-1,2,4,102,-6,-5
CCCCCc1nnc(NC(=O)OCCC)s1,-0.5,-0.2,6,3,-2,-4,-2,96,-5,1
Cc1ccc(C)c(NC(=O)C2(C)CCN2C(C)C)c1 (stereo not drawn),-0.8,0.1,0,10,5,5,1,101,-4,16
O=C(OCC(=O)N1CCCCC1)c1c[nH]c(=O)[nH]c1=O,-1.6,-0.4,-4,1,0,1,0,99,1,?
Cc1ccc(S(=O)(=O)N(C)c2c(C)ccc(S(=O)(=O)N3CCN(C)CC3)c2C)cc1,-0.7,0.0,-1,8,3,10,2,99,-3,-14
O=C(c1ccc2c(c1)[nH]c(=S)n1c3ccccc3nc21)N1CCN(c2cccc(Cl)c2)CC1,0.9,0.4,6,2,24,6,0,95,-2,-7
O=C(OCCN=C1NS(=O)(=O)c2ccccc21)C1CC(=O)N(c2ccc3ccccc3c2)C1 (stereo not drawn),-0.5,0.1,1,-1,2,2,1,104,-5,9
CCCOc1ccc(/C=C/C(=O)O)cc1OC,-4.1,0.2,-5,-1,16,-6,-1,97,-6,7
O=C(NCCCN1CCOCC1)c1cc(-c2ccccc2)nc2ccccc12,-0.3,-0.2,-6,8,-3,7,2,99,-1,20
CC(=O)c1ccc(NC(=O)CN2CCN(CC(=O)Nc3ccc(C(C)=O)cc3)CC2)cc1,2.2,-0.1,3,1,-1,3,2,101,-2,6
O=C(Nc1nc2c(Cl)cccc2s1)c1ccc([N+](=O)[O-])o1,1.3,0.3,-3,-4,13,-15,1,96,-2,-5
COc1ccc(/C(N)=N/OC(=O)C2CCCCC2)cc1,-2.2,0.1,3,-4,-3,-5,-8,94,nt,9
O=c1c2ccccc2nc2sc(Nc3ccc(F)cc3)nn12,0.6,0.0,1,3,-2,-10,-4,96,-11,-4
Cc1nc2ccc(S(=O)(=O)NCC(=O)O)cc2s1,-0.1,0.0,-1,-6,9,3,0,97,-2,1
CC1CCN(c2ccccc2NC(=S)NC(=O)c2ccc(-c3cccc([N+](=O)[O-])c3)o2)CC1,-1.2,-0.6,0,15,8,-2,-7,89,-4,18
CCOc1ccc2nc(SCC(=O)NCc3ccc(OC)cc3)[nH]c2c1,0.0,0.0,3,-3,18,-5,1,94,-18,-18
COc1ccc(NC(=O)C(=O)NNC(=O)c2ccc(Cl)cc2Cl)cc1,-3.1,0.3,5,-1,4,-9,-1,94,-3,-2
COc1ccc(NS(=O)(=O)c2cccc(C(=O)NN=C(C)c3ccco3)c2)cc1,-3.2,0.1,-2,-2,6,0,5,96,-6,-6
CCOC(=O)OCC(=O)C1(O)CCC2C3CCC4=CC(=O)CCC4(C)C3C(O)CC21C (stereo not drawn),-0.9,-0.1,-3,1,1,0,5,96,nt,24
CCN(CC)C(=O)c1ccc(NS(=O)(=O)c2ccc(/C=C/C(=O)O)cc2)cc1,0.8,1.4,3,-3,-4,18,0,93,10,0
Cc1ccc(S(=O)(=O)NCC(=O)OCC(=O)Nc2ccccc2OC(F)F)cc1,-0.7,-0.1,-1,9,33*,-10,0,100,-5,2
CCN(CC)S(=O)(=O)c1ccc(C(=O)NCc2ccc(C)cc2)cc1,0.0,0.1,-6,-5,3,4,-2,91,-2,-1
O=C(c1ccccc1)c1c[nH]c(C(=O)NNc2cccc(Cl)n2)c1,0.5,0.2,-5,-4,-1,-2,-1,102,3,1

# With a hit mark in aDG glyco up, among the entries above:
SMILES,MC4R barr agon,aDG glyco up,HTR2A ag,PDI inh,MC4R antag cAMP,N-glyco inh,ABCB6 inh 2,CaV13 FRET inh,Vif inh
COc1ccccc1/C=N/NC(=O)C(NC(=O)c1ccccc1)=C(C)C,1.1,32*,6,-4,-2,2,96,-5,14

# The list goes on.
SMILES,MC4R barr agon,aDG glyco up,HTR2A ag,PDI inh,MC4R antag cAMP,H9c2 protect,N-glyco inh,ABCB6 inh 2,CaV13 FRET inh,Vif inh
COc1ccc(S(=O)(=O)n2nc(OC(=O)C3CCCCC3)cc2N)cc1,-0.1,-0.1,8,5,8,26,0,94,nt,-10
CCc1cc(=O)oc2c(CNCc3c(F)cccc3Cl)c(O)ccc12,0.5,0.1,-3,-2,8,3,1,95,-19,4
NC(=O)CC(NC(=O)Cc1ccc(Cl)cc1)c1ccc(NC2CCCCCC2)c([N+](=O)[O-])c1 (stereo not drawn),-1.4,-0.1,5,-2,3,-4,7,101,-5,-3
O=c1c2ccccc2nc(-c2ccccc2)n1Cc1ccco1,-2.1,0.5,6,0,-2,8,-3,91,-7,-8
CCCn1nnc(NC(=O)c2sc3ccccc3c2Cl)n1,0.3,-0.2,-1,-6,5,-3,-2,94,-2,-6
CCN(CC)S(=O)(=O)c1ccc(NC(=S)NC(=O)C(C)C)cc1,-3.0,-0.1,-3,-1,-2,-3,-2,93,-3,-2
Cc1cc(C)c(S(=O)(=O)N2CCOC2CNC(=O)C(=O)NCc2ccco2)c(C)c1 (stereo not drawn),1.0,-0.1,0,nt,12,-5,-1,95,7,-1
COc1cnn(-c2ccccc2)c(=O)c1SCc1ccc(Cl)cc1Cl,1.2,-0.4,-7,4,-3,-7,-5,99,nt,-7
O=[N+]([O-])c1ccc(Oc2cccc(C(F)(F)F)c2)nc1,-2.5,0.0,3,3,-1,5,-1,95,7,-8
Oc1ccc(Br)cc1-c1nc2cnccn2c1NC1CCCCC1,2.8,0.2,-3,-5,11,-19,-5,98,-9,18
C/C(Cc1ccccc1)=N\NC(=O)CNC(=O)COc1ccccc1,-2.4,0.0,-1,0,9,-4,0,101,5,1
CC(=O)c1ccc(NC(=O)C(C)Sc2nnc(-c3ccncc3)n2C2CC2)cc1 (stereo not drawn),-1.1,-0.2,-1,-46,1,1,3,96,-5,-4
Cc1ccc(-c2nc(CS(=O)(=O)CC(=O)NCc3cccc(F)c3)c(C)o2)cc1,1.1,-0.1,0,nt,0,-8,3,99,-8,-2
